Bioassay records deposited in PubChem by Sanford-Burnham Center for Chemical Genomics.
HKDC1 inh: blocks human hexokinase HKDC1 activity; Q2TB90; recombinant HKDC1, G6PDH/diaphorase resazurin coupled fluorescence; inhibition, % at 20 µM; 340,000 compounds, 0.16% hits; AID 493160;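 active means inhibition above about 35% when tested at 20 µM, limit read from the data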;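 further: plate controls were DMSO wells with enzyme for no effect and DMSO wells lacking enzyme for full effect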
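System: Recombinant HKDC1 hexokinase | Amount: HKDC1 at 5 µg/mL | Reagent: Glucose with 1 mM ATP | Doses: Single 20 µM dose | Incubation: Reaction time 90 min, room temperature, protected from light | Signal: Coupled resazurin fluorescence, excitation 525 nm, emission 613 nm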
PfG6PD inh: PfG6PD (Plasmodium falciparum) enzyme inhibition | PfGluPho enzyme, NADPH resazurin-diaphorase fluorescence | inhibition, % at 20 µM | 350,000 compounds, 0.78% hits | AID 504690;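 active means inhibition reaching at least a set limit at 20 µM in the primary screen, cut at about 59% in these data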;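 further: 0% = DMSO wells with substrate and 100% = DMSO wells lacking glucose-6-phosphate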
SENP6 block: inhibitors of human SENP6 protease. Q9GZR1. Recombinant SENP6 catalytic domain, aminoluciferin luminescence. inhibition, % at 10 µM. 330,000 compounds, 1.8% hits;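 active means inhibition above about 50% at the single tested dose, limit read from the data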;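 further: plate controls were DMSO wells with enzyme for no effect and DMSO wells lacking enzyme for full effect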
Target sequence (Q9GZR1 628-1112 limits assumed): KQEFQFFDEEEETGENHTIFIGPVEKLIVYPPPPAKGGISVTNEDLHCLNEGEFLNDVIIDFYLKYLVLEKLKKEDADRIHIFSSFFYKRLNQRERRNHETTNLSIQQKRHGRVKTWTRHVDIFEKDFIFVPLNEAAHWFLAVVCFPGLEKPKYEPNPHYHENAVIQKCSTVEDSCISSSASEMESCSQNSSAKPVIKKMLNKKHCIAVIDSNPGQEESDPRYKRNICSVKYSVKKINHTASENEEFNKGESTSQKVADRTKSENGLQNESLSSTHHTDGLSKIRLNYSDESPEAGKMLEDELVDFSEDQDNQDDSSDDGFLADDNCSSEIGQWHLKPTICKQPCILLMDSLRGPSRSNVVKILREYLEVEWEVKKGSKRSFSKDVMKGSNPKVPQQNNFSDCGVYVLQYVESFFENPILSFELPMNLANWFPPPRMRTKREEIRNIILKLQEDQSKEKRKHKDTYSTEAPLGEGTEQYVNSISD
SENP7 block: inhibitors of human SENP7 protease; Q9BQF6; recombinant SENP7, Z-RLRGG-aminoluciferin luminescence, 40 min; inhibition, % at 5 µM; 330,000 compounds, 1.5% hits; AID 434973;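 active means inhibition above about 50% at the single test dose, limit read from the data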;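 further: plate controls were DMSO with enzyme for no effect and no enzyme buffer wells for full effect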
Target sequence (Q9BQF6 706-1050 limits assumed): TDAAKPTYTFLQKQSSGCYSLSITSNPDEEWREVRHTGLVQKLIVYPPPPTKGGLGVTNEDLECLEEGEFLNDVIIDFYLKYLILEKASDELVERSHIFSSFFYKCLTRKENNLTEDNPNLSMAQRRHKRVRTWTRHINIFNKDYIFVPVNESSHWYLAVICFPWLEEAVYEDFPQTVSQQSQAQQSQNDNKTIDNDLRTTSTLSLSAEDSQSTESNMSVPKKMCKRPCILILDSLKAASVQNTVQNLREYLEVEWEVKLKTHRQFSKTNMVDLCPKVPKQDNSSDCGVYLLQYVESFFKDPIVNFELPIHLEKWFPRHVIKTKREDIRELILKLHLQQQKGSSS
Apaf-1 inh: blocks human Apaf-1 apoptosome activity | O14727 | reconstituted apoptosome caspase-3 activity, DEVD-Rh110 fluorescence | inhibition, % at 20 µM | 330,000 compounds, 0.71% hits; active means inhibition of at least 40% at 20 µM;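 further: plate controls were DMSO wells for no effect and DEVD-CHO caspase inhibitor wells for full effect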
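System: reconstituted apoptosome with Apaf-1, cytochrome c, caspase-9, procaspase-3, dATP; Signal: Rh110 fluorescence intensity; Schedule: 30 min compound preincubation, 50 min activation, room temperature; Reagent: cytochrome c trigger plus (Z-DEVD)2-Rh110 caspase-3 substrate.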
NALP3 yeast inh: NALP3 inhibition in yeast | 330,000 compounds, 0.39% hits | inhibition, % at 10 µM | Yeast reconstituted NLRP3/ASC/caspase-1, beta-gal luminescence, 24 h;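 active means inhibition of 50% or more; inactive means inhibition below 50%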;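 further: plate controls were induced DMSO wells for no effect and uninduced yeast grown without galactose for full effect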
SENP8 block-1: inhibitors of human SENP8 protease. inhibition, % at 20 µM. AID 602440. recombinant SENP8, Nedd8 substrate fluorescence. Q96LD8. 360,000 compounds, 0.64% hits; in the data active means inhibition mostly above about 40%, no sharp cut-off; inactive means mostly below about 27%
Target sequence (Q96LD8 whole entry, looked up): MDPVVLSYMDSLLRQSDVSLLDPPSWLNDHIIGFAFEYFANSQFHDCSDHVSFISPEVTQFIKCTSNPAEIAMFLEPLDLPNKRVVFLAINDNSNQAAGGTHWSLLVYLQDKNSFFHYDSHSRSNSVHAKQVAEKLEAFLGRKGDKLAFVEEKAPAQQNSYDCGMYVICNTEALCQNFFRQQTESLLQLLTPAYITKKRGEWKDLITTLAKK
SENP8 block-2: inhibitors of human SENP8 protease; inhibition, % at 10 µM; Q96LD8; 330,000 compounds, 1.2% hits; purified SENP8, Z-RLRGG-aminoluciferin cleavage, luminescence; AID 2540; in the data active means inhibition above about 50%
SENP1 inh: SENP1 (human) catalytic domain inhibition. inhibition, % at 10 µM. 360,000 compounds, 0.21% hits. recombinant SENP1 catalytic domain, CyPet-SUMO1-YPet FRET cleavage. Q9P0U3;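 active means inhibition at least 30% at 10 µM, raw YFP signal under a set limit, fluorescence ratio 0.5 to 1.5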;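 further: 0% = enzyme with DMSO and 100% = no enzyme wells; some results filed as inactive read as strong as hits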
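system = hSENP1 catalytic domain, recombinant | reagent = SFCypet-SUMO1-SFYpet substrate at 25 nM | doses = one dose per compound, 10 µM, 0.5% DMSO | incubation = enzyme reaction for 50 min at room temperature, dark | measured by = FRET, CFP and YFP emission | controls = no-enzyme low, enzyme-DMSO high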
* marks the source's active call; other numbers are inactive results; i = inactive; . = not tested or not shown.

SMILES	HKDC1 inh	PfG6PD inh	SENP6 block	SENP7 block	Apaf-1 inh	NALP3 yeast inh	SENP8 block-1	SENP8 block-2	SENP1 inh
O=C(C1CC12CCCC2)N1CCC(CO)(Cc2ccccc2Cl)CC1 (stereo unspecified)	-1	-3	-13	-10	14	1	18	-12	2
COc1cccc(N2CCN(S(=O)(=O)c3ccc4ccccc4c3)CC2)c1	-1	4	-4	-8	4	18	10	-10	-1
O=C(CSc1nnc(Cn2c(=O)sc3ccccc32)n1-c1ccccc1)Nc1nccs1	-4	37	3	-3	-8	6	5	7	0
CC(=O)Nc1ccc(NC(=O)Nc2cc(C)cc(C)c2)cc1	-5	9	15	15	-10	-6	12	16	-3
CCOc1ccccc1NC(=O)Cn1nnc(-c2ccc(OCC)c(OCC)c2)n1	-5	-7	16	6	0	6	9	8	0
COc1ccc(NC(=O)C(C)N(c2ccc(C)cc2)S(C)(=O)=O)c(OC)c1 (stereo unspecified)	-4	-13	2	1	3	-9	16	-12	-2
Cc1ccn2c(C(=O)N/N=C\c3ccc4c(c3)OCO4)c(C)nc2c1	-9	-19	0	2	-2	-2	-62	-1	0
CCSc1nc2ccccc2c(=O)n1-c1c(C)n(C)n(-c2ccccc2)c1=O	-3	-1	-21	3	-13	5	8	1	-1
CC(C)Nc1nnc(SCC(=O)Nc2ccc(F)cc2)s1	16	2	-8	-2	-12	7	-4	-2	0
O=C(Cn1nnc(-c2ccccc2-n2cnnn2)n1)c1ccccc1	12	7	2	11	-5	14	6	-5	4
Cc1nn2c(-c3ccccc3)c(-c3ccccc3)nc2[nH]c1=O	-3	5	2	-2	9	-50	i	-2	-20
Cc1nc2ccccc2c2oc(C(=O)N3CCN(C(=O)c4ccco4)CC3)cc12	-2	-17	-15	-1	-11	5	10	-4	-3
O=C(CCc1ccc(S(=O)(=O)NCc2ccccc2)cc1)NCc1cccnc1	-9	-5	-18	7	9	8	14	-1	1
NC1=NC[C@H](Cc2ccccc2)N1CC1CCCCC1	-4	9	-5	2	14	4	24	-5	-1
Cc1ccc(S(=O)(=O)NCc2c(Cl)cccc2Oc2ccccc2)cc1	5	30	3	5	15	-6	9	5	0

One compound at a time, from the list above. Screens in order: HKDC1 inh | PfG6PD inh | SENP6 block | SENP7 block | Apaf-1 inh | NALP3 yeast inh | SENP8 block-1 | SENP8 block-2 | SENP1 inh
Cc1nn2c(-c3ccccc3)c(-c3ccccc3)nc2[nH]c1=O is entered as -3 | 5 | 2 | -2 | 9 | -50 | i | -2 | -20
CCSc1nc2ccccc2c(=O)n1-c1c(C)n(C)n(-c2ccccc2)c1=O is entered as -3 | -1 | -21 | 3 | -13 | 5 | 8 | 1 | -1
Cc1nc2ccccc2c2oc(C(=O)N3CCN(C(=O)c4ccco4)CC3)cc12 is entered as -2 | -17 | -15 | -1 | -11 | 5 | 10 | -4 | -3
CCOc1ccccc1NC(=O)Cn1nnc(-c2ccc(OCC)c(OCC)c2)n1 is entered as -5 | -7 | 16 | 6 | 0 | 6 | 9 | 8 | 0
O=C(CSc1nnc(Cn2c(=O)sc3ccccc32)n1-c1ccccc1)Nc1nccs1 is entered as -4 | 37 | 3 | -3 | -8 | 6 | 5 | 7 | 0

The list goes on:
SMILES	HKDC1 inh	PfG6PD inh	SENP6 block	SENP7 block	Apaf-1 inh	NALP3 yeast inh	SENP8 block-1	SENP8 block-2	SENP1 inh
Clc1ccc(SCCCCn2ccnc2)cc1	-6	-6	-12	0	3	8	18	3	1
COc1ccc(NC(=O)CSc2nnc3ccc(-c4ccccn4)nn23)cc1OC	5	-8	-3	1	1	16	13	3	3
NCCCC[C@@H]1NC(=O)[C@H](CCC(=O)O)NC(=O)c2cc([N+](=O)[O-])cc(I)c2NCC[C@@H](C(N)=O)NC1=O	-2	12	0	1	14	-1	19	10	0
O=C1CCCc2c1cc(C(=O)NCCCN1CCOCC1)c(=O)n2-c1ccc(Cl)cc1	-5	-10	1	-4	4	9	-86	10	1
COc1ccc(C2N(C(C)=O)CCN2S(=O)(=O)c2ccc(C)cc2)cc1 (stereo unspecified)	-4	-4	-12	-19	5	8	5	-10	-1
COc1ccc(OCC(=O)NNC(=O)c2cccc(C)c2)cc1	18	-6	5	-4	-4	7	-3	0	0
COc1ccc(/C=C2\SC(=S)N(CCCC(=O)Nc3ccccc3C(=O)O)C2=O)cc1OC	16	-37	0	1	11	8	14	-9	-22
O=C(COC(=O)c1ccc(Cl)c(Cl)c1)Nc1cccnc1Cl	11	-13	1	-7	4	11	13	-5	1
CCNc1nc(NCC)nc(N/N=C/c2cc(OC)c(OC)c(OC)c2)n1	-3	8	-15	3	-15	5	3	-2	-2
CN1C=CC=C/C1=C1\SC(=S)N(c2ccccc2)C1=O	-7	10	14	12	5	13	44*	6	-1
Cc1cccc(OC(=O)c2ccc3nccnc3c2)c1	-2	-3	6	13	-6	14	24	-38	-1
CCCCSCCCNC(=O)c1cn(CC)c2ccc(S(=O)(=O)N3CCOCC3)cc2c1=O	9	-4	-26	-5	12	-4	-1	-13	4
Cc1ccc2cc(C#N)c(SCC(=O)N3CCCc4ccccc43)nc2c1	7	3	-1	8	8	3	2	1	-1
O=C(CN1C(=O)C2CCCCC2C1=O)Nc1nc2ccc(F)cc2s1 (stereo unspecified)	-4	-13	-1	8	9	6	18	-6	-1
CN(Cc1ccccc1)C(=O)COC(=O)Cc1ccc(Cl)cc1	-6	4	-20	-12	2	14	8	5	3
CCC(C(=O)NCCCN(CC)Cc1ccccc1)n1nc(C)c2sc3ccccc3c2c1=O (stereo unspecified)	-6	-12	-8	9	17	18	-2	-13	0
COc1ccc(OC)c(S(=O)(=O)N2CCC(C(=O)N3CCOCC3)CC2)c1	-10	12	-2	-4	0	2	7	-7	3
COCCN(CCOC)S(=O)(=O)c1ccc(C(=O)Nc2ccncc2)cc1	-1	-5	.	.	.	.	12	.	1
CCN(CC(=O)Nc1cc(Cl)ccc1C)C(=O)Cc1sc(C)nc1-c1ccc(F)cc1	0	13	-17	8	16	8	-5	-8	-4
O=C(c1cn(-c2ccccc2)nc1-c1ccccc1)N1CCN(c2ccccn2)CC1	-5	-4	-7	-2	20	16	-3	-4	2
Cc1ccnc(NS(=O)(=O)c2ccc(NC(=O)C(C)(C)C)cc2)n1	-3	2	89*	-2	-29	10	6	4	2
Cc1ccc(SCC(=O)NCC2CCCO2)cc1 (stereo unspecified)	-11	-7	-8	0	-11	18	0	0	0
O=[N+]([O-])c1ccc(Cl)c(S(=O)(=O)n2ccnc2)c1	-5	-3	26	-5	-19	22	24	3	2
Cc1ccc(/C=C2/SC(=S)N(c3ccc(S(=O)(=O)Nc4nccs4)cc3)C2=O)cc1	14	-35	4	-15	5	6	33	-1	1
COc1ccc(C(=O)N/N=C/c2cc3ccccc3[nH]c2=O)cc1	4	14	-2	1	4	17	-422	-2	-32
COc1ccccc1NC(=O)C1=C(C)NC(=O)NC1c1ccco1 (stereo unspecified)	-6	-1	8	1	-21	6	16	8	-1
COc1ccccc1CNC(=O)N1CCN(S(=O)(=O)c2ccccc2)CC1	-6	-8	-14	-1	0	2	-1	3	3
Cc1nn(Cc2ccccc2Cl)c(C)c1NC(=O)c1nc2ncccn2n1	-10	-15	14	11	-4	-3	10	0	1
O=C(CN1CCN(c2ccc(O)cc2)CC1)Nc1cc([N+](=O)[O-])ccc1Cl	2	51	2	0	-5	-5	21	-2	2
O=c1c2ccccc2oc2nc3n(c(=O)c12)CCCS3	-5	-4	-15	0	5	-2	-31	-3	0
CCOC(=O)C(/C(N)=N/C(=O)Nc1ccccc1)=C(\C)O	-8	15	64*	1	-13	4	11	44	4
COc1ccc(NC(=O)Cn2nnc(C(=O)NCc3cccs3)c2N)cc1OC	-3	0	4	15	-10	15	20	-6	2
CCCc1nc(NCc2ccccc2)c(C#N)c2c1CCCC2	-4	23	-3	-2	10	17	-366	0	-1
CCCCn1c(CCNC(=O)c2ccco2)nc2ccccc21	-6	5	-4	-6	4	7	-2	-3	1
CNC(=O)CSc1nnnn1-c1ccc2c(c1)OCCO2	-6	-21	-32	4	-13	12	10	-4	1
O=C(C[C@@H]1C/C=C/CCCC(=O)O[C@H](c2ccccc2)CNC1=O)N[C@H](CO)Cc1ccccc1	2	4	-9	8	3	14	14	-4	-2
Cc1occc1-c1nnc(SCC(=O)Nc2ccc(F)cc2)n1C	-8	2	7	6	3	0	23	0	4
COC(=O)C(Cc1cnc(Cl)s1)(C(=O)OC)c1ccc([N+](=O)[O-])cc1	-1	5	-6	2	-2	4	23	0	2
CCOc1ccccc1CN1CCN(Cc2csc(C(C)=O)c2)CC1CCO (stereo unspecified)	-8	-7	-5	6	-3	2	6	1	0
Cc1cccc(N2CC(C(=O)Nc3ccccc3N3CCOCC3)CC2=O)c1C (stereo unspecified)	-9	8	-9	1	7	9	2	-19	-1
CCOC(=O)C(C)N1C(=O)S/C(=C\c2ccc(-c3ccccc3C(=O)O)o2)C1=O (stereo unspecified)	15	-11	-13	5	12	20	-231	4	-24
COc1ccccc1CC(=O)Nc1ccc(NC(=O)c2cccs2)cc1	-2	8	4	5	6	7	-79	4	2
Cc1cc(NC(=O)CSC2=Nc3ccccc3C3=NC(Cc4ccccc4)C(=O)N23)n[nH]1 (stereo unspecified)	6	-3	-7	3	9	-4	-116	-3	-16
CC(C)C[C@H]1CNC(=S)N1CC1CCCN1C[C@H](CC(C)C)N1C[C@H](CC(C)C)N(CCc2ccccc2)C1=S (stereo partly specified)	-3	5	.	.	.	.	11	.	2
Cc1ccc(NC(=O)c2ccc(Cl)cc2Cl)cc1O	5	19	-17	0	-22	37	22	-8	2
O=C(Nc1ccc(S(=O)(=O)NCCc2ccccc2)cc1)c1ccc(Br)o1	-6	0	-11	-3	-3	-17	26	-9	3
O=C(NCCCCc1ccccc1)c1cccc(NC(=O)C2CCCC2)c1	-5	8	.	.	.	.	0	.	0
CCOc1cccc(/C=N/N2C(=O)CSC2=S)c1O	-32	61*	23	1	-9	12	8	-7	-3
Cc1cccnc1NC(=S)NC(=O)c1cccs1	2	0	18	6	-21	15	0	-4	1
Cc1cc(C)n(CC(=O)NNC(=O)c2ccc(NC(=O)CC#N)cc2)n1	-4	-6	-4	12	0	7	-29	-5	-17
O=C1c2ccc3c4c(ccc(c24)C(=O)N1c1cccc(O)c1)CC3	-1	-16	17	1	-6	-6	-155	-2	-109
COc1ccc(N2CCN(S(=O)(=O)CCNC(=O)c3ccco3)CC2)cc1	2	-13	-9	-3	3	-1	5	-15	-2
O=C(Nc1ccccc1)c1ccc(=O)n(Cc2cccc(Cl)c2)c1	-4	-9	-13	5	2	19	0	-1	3
COc1ccccc1C1=Nn2c(COc3ccccc3)nnc2SC1	.	.	3	-2	22	9	.	-2	.
CC(C)(C)c1[nH]nc2c1C(c1ccoc1)C(C#N)=C(N)O2 (stereo unspecified)	-2	-17	-24	-9	6	-3	20	-7	-4
O=C(Nc1nc2ccc(S(=O)(=O)N3CCCCC3)cc2s1)c1ccncc1	1	-27	-2	1	-1	-11	-22	0	-3
N#CC1=C2SCN(Cc3ccccc3)CN2C(=O)CC1c1ccc2c(c1)OCO2 (stereo unspecified)	17	61*	33	14	7	11	16	5	-5

Not a hit list, and some 4.1% of all compounds hit somewhere here.
